TAG inh: inhibitors of triacylglycerol accumulation; H9c2 cells, Nile Red lipid (TAG) fluorescence; cells loaded with 200 µM oleic acid; inhibition, % at 12.5 µM; 230,000 compounds, 0.66% hits;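 active = pattern-corrected inhibition of lipid staining of at least 50% with the nuclear-stain viability signal not falling by more than 50%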;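 note: 0% = DMSO wells and 100% = triacsin C control wells; some results filed as inactive read as strong as hits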
TAG inh DAPI viability: recorded beside TAG inh, whose call it bears; DAPI nuclei signal change (viability), lower = more cytotoxic, %;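 whole-well DAPI fluorescence read on a plate reader as a viability signal; minus 50 percent equals half of cells still viable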
* hit, by the source's call; & = joins results of further samples.

Start of the data: the first 12 compounds as a preview:
For CCC(=O)c1ccc(OCC(=O)OCC(=O)N2c3ccccc3CC2C)cc1 (stereo not drawn) the results were TAG inh -13 and TAG inh DAPI viability 14.
CNC(=O)CSc1nnc(-c2cccc(S(=O)(=O)N3CCOCC3)c2)n1-c1ccc(F)cc1 was read as TAG inh 10 and TAG inh DAPI viability -9.
Screening Cc1oc(C(C)(C)C)cc1C(=O)N1CCCC1C(=O)O (stereo not drawn) returned TAG inh 19 and TAG inh DAPI viability -24.
C=CCn1cc(/C=C2/NC(=O)NC2=O)c2ccccc21 was read as TAG inh 3 and TAG inh DAPI viability -2.
For COc1cccc(NC(=O)COc2ccc3c(c2)CCC3)c1 the results were TAG inh -3 and TAG inh DAPI viability 4.
CC(=O)Nc1ccc(NC(=O)C(C)OC(=O)CCCOc2ccc(Cl)c(C)c2)cc1 (stereo not drawn) was read as TAG inh 5 and TAG inh DAPI viability 1.
For O=C(c1ccc(Br)o1)N1CCN(c2ccc(F)cc2)CC1 the results were TAG inh 3 and TAG inh DAPI viability 68.
`CCOC(=O)N/N=C(\C)c1ccc(OC(F)F)cc1OC(F)F` gave TAG inh 0 and TAG inh DAPI viability 7.
Screening CC(Nc1cc(N2CCN(S(C)(=O)=O)CC2)ccc1[N+](=O)[O-])c1ccccc1 (stereo not drawn) returned TAG inh 5 and TAG inh DAPI viability -5.
COc1ccccc1S(=O)(=O)N(C)C[C@H]1OCc2cnnn2CCCC(=O)N([C@@H](C)CO)C[C@H]1C was read as TAG inh -2 and TAG inh DAPI viability 11.
CCOc1ccc(N(CC(=O)NC(C)(C)C)C(=O)CCC(=O)Nc2nccs2)cc1 was read as TAG inh -7 and TAG inh DAPI viability 16.
Screening CC1CCCC(C)N1C(=O)COC(=O)C12CC3CC(CC(Cl)(C3)C1)C2 (stereo not drawn) returned TAG inh -25 and TAG inh DAPI viability -5.

Main list, previewed entries included:
For CCC(=O)c1ccc(OCC(=O)OCC(=O)N2c3ccccc3CC2C)cc1 (stereo not drawn) the results were TAG inh -13 and TAG inh DAPI viability 14.
CNC(=O)CSc1nnc(-c2cccc(S(=O)(=O)N3CCOCC3)c2)n1-c1ccc(F)cc1 was read as TAG inh 10 and TAG inh DAPI viability -9.
Screening Cc1oc(C(C)(C)C)cc1C(=O)N1CCCC1C(=O)O (stereo not drawn) returned TAG inh 19 and TAG inh DAPI viability -24.
C=CCn1cc(/C=C2/NC(=O)NC2=O)c2ccccc21 was read as TAG inh 3 and TAG inh DAPI viability -2.
For COc1cccc(NC(=O)COc2ccc3c(c2)CCC3)c1 the results were TAG inh -3 and TAG inh DAPI viability 4.
CC(=O)Nc1ccc(NC(=O)C(C)OC(=O)CCCOc2ccc(Cl)c(C)c2)cc1 (stereo not drawn) was read as TAG inh 5 and TAG inh DAPI viability 1.
For O=C(c1ccc(Br)o1)N1CCN(c2ccc(F)cc2)CC1 the results were TAG inh 3 and TAG inh DAPI viability 68.
`CCOC(=O)N/N=C(\C)c1ccc(OC(F)F)cc1OC(F)F` gave TAG inh 0 and TAG inh DAPI viability 7.
Screening CC(Nc1cc(N2CCN(S(C)(=O)=O)CC2)ccc1[N+](=O)[O-])c1ccccc1 (stereo not drawn) returned TAG inh 5 and TAG inh DAPI viability -5.
COc1ccccc1S(=O)(=O)N(C)C[C@H]1OCc2cnnn2CCCC(=O)N([C@@H](C)CO)C[C@H]1C was read as TAG inh -2 and TAG inh DAPI viability 11.
CCOc1ccc(N(CC(=O)NC(C)(C)C)C(=O)CCC(=O)Nc2nccs2)cc1 was read as TAG inh -7 and TAG inh DAPI viability 16.
Screening CC1CCCC(C)N1C(=O)COC(=O)C12CC3CC(CC(Cl)(C3)C1)C2 (stereo not drawn) returned TAG inh -25 and TAG inh DAPI viability -5.
Screening Cc1nnc(NC(=O)c2cccc(S(=O)(=O)N3CCCC3)c2)s1 returned TAG inh 5 and TAG inh DAPI viability 2.
`O=C(c1ccc(=O)[nH]c1)N(Cc1ccco1)C1(C(=O)NC2CCCCC2)CCCCC1` gave TAG inh -5 and TAG inh DAPI viability 2.
`COc1ccc(-c2ccc(C(=O)Nc3cc(OC)c(OC)c(OC)c3)c3occc23)c(C)c1` gave TAG inh 0 and TAG inh DAPI viability -2.
Screening CCOC(=O)c1cc2c(c(CCO)n1)[C@H](CCO)N(S(=O)(=O)C(C)(C)C)C2 returned TAG inh 6 and TAG inh DAPI viability -7.
COc1ccc(OC)c(N(CC(=O)N2CCCCC2)S(=O)(=O)c2ccc(OC)c(OC)c2)c1 was read as TAG inh 6 and TAG inh DAPI viability -1.
For CC(=O)Nc1ccc(OCC(=O)NCc2ccccc2)cc1 the results were TAG inh 3 and TAG inh DAPI viability 5.
Cn1c(SCC(=O)Nc2nccs2)nnc1-c1ccccn1 was read as TAG inh 4 and TAG inh DAPI viability 2.
C[C@H]1CCC[C@]2(CC(=O)c3cc(F)ccc3O2)C1 was read as TAG inh 8 and TAG inh DAPI viability -2.
CCC(C(=O)N1CCN(C(=O)c2ccco2)CC1)c1ccccc1 (stereo not drawn) was read as TAG inh -27 and TAG inh DAPI viability 8.
Screening Cc1cnc(C(=O)OCC(=O)c2ccc(C)s2)cn1 returned TAG inh 11 and TAG inh DAPI viability 73.
`CC(C)(C)C(=O)C1=C(O)C(=O)N(Cc2ccccc2)C1c1ccccc1Cl` (stereo not drawn) gave TAG inh 8 and TAG inh DAPI viability -2.
`CCOc1ccc(N=Cc2ccccc2O)cc1` gave TAG inh -5 and TAG inh DAPI viability 10.
CN(C)c1ccc(C(=O)N/N=C/c2ccccn2)cc1 was read as TAG inh 3 and TAG inh DAPI viability -10.
Screening Cc1ccccc1NC(=O)Cc1nc(CSc2nnc(-c3ccc4c(c3)OCO4)o2)cs1 returned TAG inh 17 and TAG inh DAPI viability -4.
For Cc1cc(Cl)ccc1C(=O)C1CCCN(C(=O)CCn2cnnn2)C1 (stereo not drawn) the results were TAG inh -17 and TAG inh DAPI viability 6.
O=C(OCC(=O)N1CCCC1)c1cc(=O)c2ccccc2o1 was read as TAG inh 18 and TAG inh DAPI viability -5.
OCCCn1c(C2CCCN2c2nc(-c3ccc(F)cc3)cs2)nc2cc(Cl)c(Cl)cc21 (stereo not drawn) was read as TAG inh 49 and TAG inh DAPI viability -9.
For Cc1ccc(C)c(S(=O)(=O)N2CCN(C(=O)Cc3c(F)cccc3Cl)CC2)c1 the results were TAG inh 2 and TAG inh DAPI viability -10.
CC(OC(=O)Cn1cnc2c1c(=O)n(C)c(=O)n2C)C(=O)c1ccccc1 (stereo not drawn) was read as TAG inh 7 and TAG inh DAPI viability 0.
Screening CC(=O)N1Cc2ccccc2CC1C(=O)O (stereo not drawn) returned TAG inh 0 and TAG inh DAPI viability -7.
For COc1ccc(NC(=O)COCC(=O)Nc2ccc(C)cc2)cc1 the results were TAG inh 4 and TAG inh DAPI viability 1.
CC1CCN(C(=O)COC(=O)/C=C/c2ccc(Br)o2)CC1 was read as TAG inh -12 and TAG inh DAPI viability -10.
For CN(C)C(=O)Oc1cccc([N+](C)(C)C)c1 the results were TAG inh -5&17 and TAG inh DAPI viability 0&-2.
Screening CC1=CC(C)C2C(=O)N(CCC[N+](C)(C)C)C(=O)C2C1 (stereo not drawn) returned TAG inh -4 and TAG inh DAPI viability -14.
`CCSc1nc(=O)n(-c2ccccc2)c(C)c1C(C)=O` gave TAG inh -15 and TAG inh DAPI viability 15.
`O=C(CSc1nc2[nH]ncc2c(=O)[nH]1)Nc1ccc(Cl)c(Cl)c1` gave TAG inh 2 and TAG inh DAPI viability 4.
`COc1ccc(OC)c(NC(=O)Cn2c(=O)n(CC3CCCO3)c(=O)c3cc(OC)c(OC)cc32)c1` (stereo not drawn) gave TAG inh 0 and TAG inh DAPI viability -3.
`O=C(NC1CCN(Cc2ccccc2)CC1)c1cccc(NS(=O)(=O)c2ccc(Br)cc2)c1` gave TAG inh -2 and TAG inh DAPI viability 10.
`CC(C)c1ccc(CNC(=O)C2(C)CCCN2C)cc1` (stereo not drawn) gave TAG inh 7 and TAG inh DAPI viability -5.
`Cn1ncc(N=Cc2c(O)ccc3ccccc23)c1C(=O)N1CCOCC1` gave TAG inh -12 and TAG inh DAPI viability 8.
Screening Cc1c(C(=O)N2CCOCC2)[nH]c2c1C(=O)CC(c1ccc(Cl)cc1)C2 (stereo not drawn) returned TAG inh 6 and TAG inh DAPI viability 7.
CCOC(=O)C1(C)CCCN(C(=O)c2cc(F)ccc2C)C1 (stereo not drawn) was read as TAG inh -18 and TAG inh DAPI viability 14.
For CCc1cc2c(SCC(=O)Nc3ccc(NC(C)=O)cc3)ncnc2s1 the results were TAG inh 6 and TAG inh DAPI viability -1.
COc1cccc(-c2cc(C(F)(F)F)nc(NCc3ccco3)n2)c1 was read as TAG inh -17 and TAG inh DAPI viability -2.
CC1(C)Cc2nc3scc(NC(=O)c4ccccc4)c3cc2CO1 was read as TAG inh -12 and TAG inh DAPI viability 4.
Screening C=CCOc1ccc(CN(C)CC(=O)N(CC(C)C)c2c(N)n(CC(C)C)c(=O)[nH]c2=O)cc1 returned TAG inh 6 and TAG inh DAPI viability -6.
`CC(=O)c1ccc(OCCCC(=O)OCC(=O)Nc2c(C)nn(-c3ccccc3)c2C)cc1` gave TAG inh 1 and TAG inh DAPI viability 0.
Screening CCC(Sc1nc2ncccc2[nH]1)C(=O)NC1CCC(C)CC1 (stereo not drawn) returned TAG inh 2 and TAG inh DAPI viability -2.
`CCCCCCc1cc2cc(S(=O)(=O)c3ccc(C)cc3)c(=O)oc2cc1O` gave TAG inh -24 and TAG inh DAPI viability 71.
O=[N+]([O-])c1ccc2[nH]c(O)c(N=NC(=S)Nc3cccnc3)c2c1 was read as TAG inh 5 and TAG inh DAPI viability 2.
`O=C(Cn1cnc2ccccc21)Nc1cccc([N+](=O)[O-])c1` gave TAG inh -17 and TAG inh DAPI viability 27.
Screening NC1=NC[C@H](Cc2ccc(O)cc2)N1CCc1cc(C(F)(F)F)cc(C(F)(F)F)c1 returned TAG inh 1 and TAG inh DAPI viability 8.
COCCNC(=O)C(=O)N/N=C/c1ccccc1C(F)(F)F was read as TAG inh 15 and TAG inh DAPI viability -11.
Screening O=C(N/N=C/C=C\c1ccc([N+](=O)[O-])cc1)c1cccnc1 returned TAG inh 4 and TAG inh DAPI viability -3.
For CCOc1ccccc1-c1cc(C(=O)N/N=C/c2cccnc2)c2ccccc2n1 the results were TAG inh -8 and TAG inh DAPI viability -4.
Screening COc1ccccc1NC=C1C(=O)OC2(CCCCC2)OC1=O returned TAG inh 17 and TAG inh DAPI viability 7.
For COc1cc(-c2cc(C(=O)Nc3c(Cl)cc(Cl)cc3Cl)c3ccccc3n2)cc(OC)c1OC the results were TAG inh 22 and TAG inh DAPI viability 33.
For N#C/C(=C\c1ccc(O)c(O)c1)C(=O)Nc1ccccc1 the results were TAG inh -12 and TAG inh DAPI viability -12.
For C=CCn1c(SCC(=O)Nc2nccs2)nnc1-c1ccco1 the results were TAG inh 6 and TAG inh DAPI viability -9.
For COc1ccc(CNC(=O)N2[C@H]3CC[C@@H]2C=C(c2ccc(F)cc2OCc2ccccc2)C3)cc1OC the results were TAG inh 15 and TAG inh DAPI viability -3.
Screening COC(=O)C1=C(C)NC2=C(C(=O)CC(C)(C)C2)C1c1cn(Cc2ccc(Br)cc2)nc1-c1ccccc1 (stereo not drawn) returned TAG inh 6 and TAG inh DAPI viability -5.
CCCCOc1ccc(C(=O)NCC(=O)NCC(=O)OCC)cc1 was read as TAG inh 2 and TAG inh DAPI viability 2.
For O=c1cc(NC2CCCCCC2)[nH]c(=O)[nH]1 the results were TAG inh 18 and TAG inh DAPI viability -15.
Screening COc1ccc(Cc2nc3ccc(C(=O)N4CCCC4)cc3o2)cc1 returned TAG inh 8 and TAG inh DAPI viability 10.
Screening COc1ccc(NC(=O)CSC(C)c2nc3ccccc3c(=O)[nH]2)cc1 (stereo not drawn) returned TAG inh 11 and TAG inh DAPI viability -10.
Screening CCc1[nH]nc(C(=O)N2CCCC(CNS(=O)(=O)c3cccs3)C2)c1C (stereo not drawn) returned TAG inh 5 and TAG inh DAPI viability 1.
For CC(Sc1n[nH]c(=O)n1Cc1ccccc1)C(=O)NCC1CCCO1 (stereo not drawn) the results were TAG inh -16 and TAG inh DAPI viability 5.
`CCCn1c(N)c(N(CCOC)C(=O)c2cc3ccccc3cc2OC)c(=O)[nH]c1=O` gave TAG inh -20 and TAG inh DAPI viability -9.
Screening CC(C)(C)c1nnc(NC(=O)NS(=O)(=O)c2ccccc2)s1 returned TAG inh 4 and TAG inh DAPI viability 0.
Screening O=C(CCCc1ccccc1)Nc1cccc([N+](=O)[O-])c1 returned TAG inh -26 and TAG inh DAPI viability 2.
C/C(=N\NC(=O)c1ccc2c(c1)OCO2)c1cccnc1 was read as TAG inh 12 and TAG inh DAPI viability 1.
`CC(C)Oc1ccc(S(=O)(=O)N2CCOCC2)cc1NC(=O)CSc1nnc(C2CC2)n1C` gave TAG inh 3 and TAG inh DAPI viability 3.
Screening Cc1ccc(NC(=O)C2CC(=O)N(C(C)C)C2)cc1Cl (stereo not drawn) returned TAG inh -2 and TAG inh DAPI viability -11.
COc1ccc(/C=N/NC(=O)C2C3CCCCC32)cc1OC (stereo not drawn) was read as TAG inh -3 and TAG inh DAPI viability -1.
Screening O=C(C[n+]1cc(-c2ccc(Cl)cc2)n2c1CCC2)Nc1nc(-c2ccc(F)cc2)cs1 returned TAG inh 11 and TAG inh DAPI viability 0.
For O=C(NCc1ccccc1)c1nncc(-c2ccccc2)n1 the results were TAG inh -16 and TAG inh DAPI viability -6.
CCOC(=O)c1ccc(NC(=O)Cn2nnc(-c3ccccc3C)n2)cc1 was read as TAG inh 11 and TAG inh DAPI viability -1.
`CC(=NNS(=O)(=O)c1ccc([N+](=O)[O-])cc1)c1ccc(C)cc1` gave TAG inh -3 and TAG inh DAPI viability -5.
Cc1cc(NS(=O)(=O)c2ccccc2)c(C)c(Cl)c1O was read as TAG inh -3 and TAG inh DAPI viability -5.
Screening CCNC(=O)COC(=O)/C=C/c1cccs1 returned TAG inh -4 and TAG inh DAPI viability 5.
Cc1ccc(SCc2c(C(=O)N/N=C/c3cccs3)nnn2-c2nonc2N)cc1 was read as TAG inh 4 and TAG inh DAPI viability 5.

The list is partial. The share of hits here may be higher or lower than overall.
